IP6K1 inhibitor: inhibitors of human IP6K1; Q92551; IP6K1 kinase, ADP-Glo luminescence, 2 h; active compounds read low; activity change, % (series mostly up to about 58 µM); 0.81% of 140,000 active; AID 1645851; in the data active means activity change below about -25%
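ADP-Glo luminescence measures ADP made by human IP6K1 during a 2 h RT reaction with ATP/IP6 (mix at 1.3 mM/130 uM); top library doses 57.5 and 19.1 uM final.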
Luciferase inh: inhibitors of firefly (Photinus pyralis) luciferase | P08659 | purified P. pyralis luciferase, luminescence, biochemical | Potency, µM (highest dose often 115 µM), without a hit: at the top dose activity change, negative = inhibition, most hits filed as inhibitors | 2.5% of 76,000 active; further: potency means the concentration at half of the fitted maximal effect; nearly all actives have a fitted effect of over 65% in size
Target sequence (P08659 whole entry, looked up): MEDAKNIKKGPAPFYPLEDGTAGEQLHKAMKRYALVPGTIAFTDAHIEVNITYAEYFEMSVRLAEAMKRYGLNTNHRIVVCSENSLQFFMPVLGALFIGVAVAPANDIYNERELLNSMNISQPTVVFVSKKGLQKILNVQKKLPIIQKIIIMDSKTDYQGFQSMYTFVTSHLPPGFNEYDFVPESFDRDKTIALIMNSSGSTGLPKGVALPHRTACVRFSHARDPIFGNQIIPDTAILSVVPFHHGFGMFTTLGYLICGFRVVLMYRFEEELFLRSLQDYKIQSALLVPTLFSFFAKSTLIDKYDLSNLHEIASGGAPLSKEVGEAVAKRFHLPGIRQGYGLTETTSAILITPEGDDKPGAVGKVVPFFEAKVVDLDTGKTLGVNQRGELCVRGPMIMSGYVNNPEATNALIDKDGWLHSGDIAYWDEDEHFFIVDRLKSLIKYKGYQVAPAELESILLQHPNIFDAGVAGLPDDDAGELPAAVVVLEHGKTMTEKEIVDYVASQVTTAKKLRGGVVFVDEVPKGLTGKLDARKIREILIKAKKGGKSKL
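FLuc 10nM, D-luciferin 10uM, ATP 10uM, Mg acetate 10mM, Tris acetate pH 7.5, Tween/BSA; cpd qHTS; enzyme added last; CCD luminescence.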
HEK cytotox: HEK 293 cell cytotoxicity. AID 1345083. 6.6% of 94,000 active. HEK 293 viability, ATP luminescence (CellTiter-Glo), 48-72 h. Potency, µM (doses to about 115 µM), for the others: at the highest dose activity change, negative = cytotoxicity, hits mostly inhibitors; further: potency means the concentration at half of the fitted maximal effect; nearly all actives have a fitted effect of over 60% in size
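Read-out: CellTiter-Glo ATP luminescence. Cells: HEK 293, 250 cells/well. Exposure: 48 or 72 hr, 37 degree Celsius.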
GPT2 inh: inhibitors of human GPT2 alanine aminotransferase | Recombinant GPT2, coupled pyruvate oxidase/HRP Amplex Red fluorescence | Potency, µM (series often up to 57.7 µM), without a hit: top-dose activity change, negative = inhibition, hits mostly inhibitors | Q8TD30 | 0.25% of 100,000 active | AID 1671188; further: potency means the concentration at half of the fitted maximal effect; nearly all actives have a fitted effect of over 60% in size; many of its hits are not listed in these tables
Target sequence (Q8TD30 whole entry, looked up): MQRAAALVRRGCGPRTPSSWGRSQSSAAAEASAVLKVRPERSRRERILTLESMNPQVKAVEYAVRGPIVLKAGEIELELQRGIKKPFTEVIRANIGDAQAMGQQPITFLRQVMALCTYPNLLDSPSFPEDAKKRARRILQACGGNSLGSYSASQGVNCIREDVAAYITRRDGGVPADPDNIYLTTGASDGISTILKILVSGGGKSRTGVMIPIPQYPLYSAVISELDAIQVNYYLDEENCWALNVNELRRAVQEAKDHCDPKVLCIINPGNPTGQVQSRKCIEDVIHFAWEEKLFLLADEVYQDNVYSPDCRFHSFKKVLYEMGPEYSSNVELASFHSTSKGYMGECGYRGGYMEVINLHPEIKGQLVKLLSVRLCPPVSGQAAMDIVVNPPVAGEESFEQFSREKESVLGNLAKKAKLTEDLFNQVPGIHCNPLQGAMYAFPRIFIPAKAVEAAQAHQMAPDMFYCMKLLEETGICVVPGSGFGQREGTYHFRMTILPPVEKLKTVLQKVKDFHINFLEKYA
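Recombinant GPT2 (10ng/uL) with 250uM a-KG and 2mM L-alanine, 30 min at room temperature, in HEPES pH 7.5 buffer. Pyruvate detected by pyruvate oxidase/HRP/Amplex Red fluorescence after 30 min in the dark; AOA (50uM) as positive control.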
SNCA viab count: counter-screen for SNCA expression inhibitors: cell viability. 0.12% of 150,000 active. HEK-293-SNCA-luc viability, GF-AFC fluorescence, 24 h. AID 1671193. Potency, µM (series often up to 57.1 µM), for the others: at the top dose activity change, negative = cytotoxicity, hits mostly cytotoxic;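 further: potency means the concentration at half of the fitted maximal effect; 0% = DMSO-treated cells and -100% = medium-only wells without cells; nearly all actives have a fitted effect of over 30% in size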
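HEK-293-SNCA-luc cells (1500/well) plated 24 h, then exposed 24 h to a dilution series; GF-AFC added 30 min at 37C, fluorescence 405/540 nm; normalised to medium-only and DMSO wells, Hill fit.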
3T3 cytotox: NIH 3T3 cell cytotoxicity. NIH 3T3 viability, CellTiter-Glo ATP luminescence, 48-72 h. Potency, µM (series often up to 96.7 µM), for inactives: top-dose activity change, negative = cytotoxicity, hits mostly inhibitors. 4.3% of 94,000 active; further: potency means the concentration at half of the fitted maximal effect; nearly all actives have a fitted effect of over 55% in size
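First NIH 3T3 cells are plated at 400 cells/well; next compound is pinned in; then plates incubate 48 or 72 hr at 37 °C; finally CellTiter-Glo is added and luminescence read after 10 min.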
SNCA expr inh: reduces expression of the alpha-synuclein gene | HEK-293 SNCA-luciferase knock-in, luminescence, 24 h | Potency, µM (top dose mostly 57.2 µM), without a hit: at the top dose activity change, negative = inhibition, most hits filed as inhibitors | 0.17% of 140,000 active | AID 1671194;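 further: potency means the concentration at half of the fitted maximal effect; plate controls were DMSO cells for no effect and cell-free wells for full effect; nearly all actives have a fitted effect of over 45% in size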
Numbers without * were called inactive; i = inactive; ? = inconclusive; / = not tested or not shown; & = joins results of further samples; ! = repeats disagree; [ ] = remark or other dose. Unless noted, the call rests on the fitted dose curve; in most records, active means well fitted curve in the direction sought with a large enough effect; inconclusive means small, poorly fitted or top-dose-only effect, or another doubt; inactive means no such curve, though single readings can be large; an effect the other way counts as inactive or inconclusive. Unless noted, on the % scale 0 is the no-effect control and ±100 the full control effect. The list is partial; rates above refer to the full screens.

Results follow in this order: 3T3 cytotox	IP6K1 inhibitor	SNCA viab count	HEK cytotox	GPT2 inh	SNCA expr inh	Luciferase inh
O=C(Nc1ccon1)c1cccn(Cc2cccc([N+](=O)[O-])c2)c1=O
→ /	-12	-1%	/	/	15%	/
CC(C)N1CC2CCC(C1)N2Cc1ccc(-c2cncnc2)cc1
→ -15%[138 µM]	-10	5%[87.6 µM]	-6%[172 µM]	i	12%[87.6 µM]	6%[172 µM]
CCOc1ccc(CC(=O)N2CCC3(CC2)c2nccn2-c2ccccc2CN3C)cc1
→ -8%	22	-7%	0%	i	-24%	-9%
C#C[C@H]1CN2CC[C@H]1C[C@@H]2COC(=O)Nc1ccc(C(C)(C)C)cc1
→ 79µM*	11	3%[87.6 µM]	?	i	-1%[87.6 µM]	-6%[172 µM]
Cc1cc(C)c2[nH]c(C(=O)N3CCC(C#N)(c4ccccc4)CC3)c(C)c2c1
→ ?	-2	-12%	?	i[11.5 µM]	6%	-2%
O=C1CN=C(c2ccccc2Cl)c2cc(Cl)ccc2N1Cc1cccc(Cl)c1
→ /	-20	?	/	/	?	/
CC(C)(C)[C@]1(O)C[C@@H]2OC(=O)C[C@@]23C(=O)O[C@@H]2OC(=O)[C@@H](O)[C@]213
→ /	4	-10%	/	i	/	/
COc1ccc(-c2ccc(=O)n3c2[C@@H]2C[C@@H](CN(C(=O)C(C)(C)C)C2)C3)cc1
→ -2%[174 µM]	-11	10%[87.6 µM]	-1%[172 µM]	3%[88.5 µM]	-1%[87.6 µM]	3%[172 µM]
CCCCn1cc(C(=O)c2cccc3ccccc23)c2ccccc21
→ /	-2	-4%	/	-9%	/	/
COc1ccc2c(c[n+](C)c3c4cc5c(cc4ccc23)OCO5)c1OC
→ /	/	?	/	10µM*!	?	/
C#C[C@H]1CN2CC[C@H]1C[C@@H]2CNC(=O)C1CCCCC1
→ ?	13	-1%[87.6 µM]	-26%[230 µM]	-3%[88.5 µM]	24%[87.6 µM]	-8%[230 µM]
O=c1cccc2n1CC1CC2CN(Cc2cc3n(n2)CCNC3)C1 (stereo unspecified)
→ -12%	-7	9%	-5%	-2%	-11%	-4%
CCCCOC(=O)N1C[C@H](C(=O)OCC)[C@H]2c3ccccc3NC(=O)[C@]21C
→ -18%[46.1 µM]	7	-5%[23.9 µM]	?	-10%[27.3 µM]	?	/
O=C(Nc1ccccc1C(F)(F)F)c1cccn(Cc2ccccc2)c1=O
→ /	8	5%	/	/	18%	/
CCOC(=O)c1ncn2c1CN(C)C(=O)c1c(I)cccc1-2
→ /	9	-4%	/	?	33%[25.6 µM]	/
CCOC(=O)NC(O)C(Cl)(Cl)Cl (stereo unspecified)
→ /	12	-3%[23.9 µM]	/	-13%	54%[25.6 µM]	/
O=C(Cc1cccc(Cl)c1)N1[C@H]2CC[C@@H]1c1cnc(-c3ccccc3)nc1C2
→ ?	20	2%	?	-5%	-5%	2%
Nc1ccccc1
→ /	7	9%[23.9 µM]	/	i	-23%[25.6 µM]	/
Cc1nc(C2CCCC2)cc([C@H]2CN3CC[C@H]2C[C@@H]3CNC(=O)c2ccco2)n1
→ -28%[174 µM]	-4	-8%[87.6 µM]	?	-1%[88.5 µM]	-10%[87.6 µM]	-3%[172 µM]
COc1ccc(NC(=O)CCc2nc(C3=CCN(Cc4cccc(Cl)c4)CC3)no2)cc1OC
→ /	-1	-10%	/	/	?	/
Oc1cccc2cccnc12
→ /	14&28	8%[23.9 µM]	/	?	-33%[25.6 µM]	/
CCOc1ccccc1C(=O)N1CCC2(CC1)c1nccn1-c1ccccc1CN2C
→ i	9	2%	-19%	-3%	1%	4%
C[C@@H]1O[C@H](C[N+](C)(C)C)C[C@H]1O
→ /	/	4%	/	1%	20%	/
CCc1ccc(-n2nc(C)c3c2NC(=O)CSC3c2ccc(C(=O)OC)cc2)cc1 (stereo unspecified)
→ /	-11	2%	/	/	-5%	/
CC(C(=O)c1ccccc1)N(C)C (stereo unspecified)
→ /	13	14%[23.9 µM]	/	i	-23%[25.6 µM]	/
CNC(C)Cc1ccccc1OC (stereo unspecified)
→ /	-10	50%[23.9 µM]	/	?	73%[25.6 µM]	/
CN1Cc2ccccc2-n2ccnc2C12CCN(C(=O)c1cccc(F)c1)CC2
→ -10%	10	4%	-17%	i	-2%	0%
O=C(Nc1ccc(Cl)cc1C(=O)c1ccccc1)c1ccccc1Br
→ /	50	4%	/	/	-16%	/
COc1ncc(-c2cnc3[nH]cc(CC(=O)N4CCN(C)CC4)c3c2)cn1
→ ?	12	-2%[87.6 µM]	i	i	12%[87.6 µM]	3%[172 µM]
CCC(C)(C)c1ccc(O)cc1
→ /	-11	-15%[23.9 µM]	/	i	-14%[25.6 µM]	/
Cc1ccc(NC(=O)c2cccn(Cc3ccccc3C)c2=O)c(C)c1
→ /	3	6%	/	/	-4%	/
COC(=O)C1(C)CCC(=O)C2(C)c3c(O)cc(C(C)C)cc3C(O)C(OC(C)=O)C12 (stereo unspecified)
→ /	11	-10%[23.9 µM]	/	?	/	/
COc1ccc(-c2cc3c(cc2OC)C2(CCN(C(C)=O)CC2)C(=O)N3)cc1OC
→ ?	-15	2%[87.6 µM]	?	i	-1%[87.6 µM]	-5%[172 µM]
CCN(CC)CCOC(=O)C(C)(c1ccccc1)c1ccccc1
→ /	4	31%[23.9 µM]	/	5%	9%[25.6 µM]	/
COc1cccc(CN2CCCCCCNC(=O)[C@@H]3CCC[C@@H]32)n1
→ -27%	-3	-2%	?	-16%	17%	2%
COc1cc2c(cc1OCc1ccccc1)N(C(=O)CC(C)C)CC21CCN(C)CC1
→ 50µM*	-10	-16%[87.6 µM]	100µM*	3%[88.5 µM]	3%[87.6 µM]	-13%[172 µM]
C#CCN(C)C[C@H]1CN2CC[C@H]1C[C@@H]2CNC(=O)Nc1ccsc1
→ ?	-7	1%[87.6 µM]	i	2%[88.5 µM]	-10%[87.6 µM]	-3%[172 µM]
Cc1ccc(S(=O)(=O)N[C@@H](CCCCN)C(=O)CCl)cc1
→ /	-3	-4%	/	-11%	9%	/
O=C(N1CCOCC1)N1CCN(c2ccc(Cl)cc2)CC1
→ /	10	-10%	/	?	/	/
O=C(Nc1ccc2c(c1)OCCO2)c1cccn(Cc2ccccc2)c1=O
→ /	28	10%	/	/	122%[activator]	/
O=C1NCCOCCN[C@@H]2CCCC[C@H]12
→ i	-4	?	i	i	32%[activator]	0%
CCOCC(=O)N1CCC2(CC1)c1nccn1-c1ccccc1CN2C
→ -4%	24	8%	-4%	i	-7%	-5%
CCOC(=O)[C@H]1CN(C(=O)c2ccc(F)cc2)[C@]2(C)C(=O)N(CC3CC3)c3ccccc3[C@H]12
→ ?	30	1%[23.9 µM]	?	-5%[27.3 µM]	20%[25.6 µM]	/
Cc1cc(CN2CCC3(CC2)C(=O)Nc2ccccc23)no1
→ -9%[138 µM]	-7	8%[87.6 µM]	-5%[172 µM]	-27%[88.5 µM]	12%[87.6 µM]	/
COc1cc2c(cc1OCc1ccccc1)N([S+](=O)([O-])c1cccc3cccnc13)CC21CCN(C)CC1
→ 18µM*	-6	?	25µM*	-6%	?	0%
COC1CC(=O)C23C(=O)NC(CC(C)C)C2C(C)=C(C)C(OO)C3/C=C(\C)CCC(O)C1O (stereo unspecified)
→ /	2	-6%[23.9 µM]	/	i	/	/
N#CC1(c2ccccc2)CCN(C(=O)C2CCN(C(=O)C3CC3)CC2)CC1
→ -12%	17	2%	-22%	4%	5%	-4%
CN1CCN(C(=O)Cc2c[nH]c3ncc(-c4ccsc4)cc23)CC1
→ 89µM*	-12	12%[87.6 µM]	-10%[172 µM]	i	4%[87.6 µM]	?
C=C[C@H]1CN2CC[C@H]1C[C@@H]2CNC(=O)c1ccc(N(C)C)cc1
→ -21%[174 µM]	0	1%[87.6 µM]	?	i	-20%[87.6 µM]	-1%[172 µM]
COc1cc2c(cc1Oc1ccccc1)NC(=O)C21CCN(c2ncc(C(C)C)cn2)CC1
→ ?	-11	2%	?	-20%	-16%	-4%
Cn1nc(C2CCCCC2)cc1[C@H]1CN2CC[C@H]1C[C@@H]2CNS(C)(=O)=O
→ -4%[174 µM]	-1	1%[87.6 µM]	-16%[172 µM]	-4%[88.5 µM]	-26%[87.6 µM]	2%[172 µM]
C#C[C@H]1CN2CC[C@H]1C[C@@H]2CNS(=O)(=O)c1ccc(OC)cc1
→ -11%[174 µM]	4	-5%[87.6 µM]	-14%[172 µM]	?	46%[87.6 µM]	1%[172 µM]
CCCS(=O)(=O)NC[C@H]1C[C@@H]2CCN1C[C@@H]2c1cc(-c2ccc(F)cc2)nn1C
→ -9%[174 µM]	3	3%[87.6 µM]	-2%[172 µM]	-7%[88.5 µM]	-11%[87.6 µM]	-2%[172 µM]
CCCc1nc(C)cc(N2CCC3(CC2)CNC(C(=O)O)C3)n1 (stereo unspecified)
→ 5%	18	-14%	0%	3%	?	-9%
CC(C)CN(Cc1cccnc1)C1CN(C(=O)COc2ccc(F)cc2)C1
→ 32µM*	-8	-9%	?	i	8%	10%
CNC(C)c1ccc(F)cc1 (stereo unspecified)
→ 0%[174 µM]	-12	4%[87.6 µM]	i	2%[88.5 µM]	1%[87.6 µM]	/
CC(C)CN1Cc2ccccc2-n2ccnc2C12CCN(C(=O)c1cccc(F)c1)CC2
→ ?	18	-19%	35µM*	i	-19%	-2%
COc1ccc(CC(=O)N2CCN(Cc3ccccc3-c3cccnc3)CC2)cc1
→ ?	11	10%[12.5 µM]	?	i	3%	/
CC(=O)c1ccc(NC(=O)NC[C@H]2C[C@@H]3CCN2C[C@@H]3CN2CCSCC2)cc1
→ ?	1	0%[87.6 µM]	-17%[172 µM]	1%[88.5 µM]	5%[87.6 µM]	12%[172 µM]
CCO/N=C(\CC)C1=C(O)CC(c2c(C)cc(C)cc2C)CC1=O (stereo unspecified)
→ /	14	-20%	/	3%[88.5 µM]	-1%	/

Additional records follow:
Results follow in this order: 3T3 cytotox	IP6K1 inhibitor	SNCA viab count	HEK cytotox	GPT2 inh	SNCA expr inh	Luciferase inh
CC[C@H]1CN2CC[C@H]1C[C@@H]2CNS(=O)(=O)c1cccs1
→ 1%[174 µM]	-4	1%[87.6 µM]	-1%[172 µM]	2%[88.5 µM]	-12%[87.6 µM]	8%[172 µM]
Clc1ccc(N2C[C@H]3CC[C@@H](C2)N3)nn1
→ /	-1	11%	/	i	/	/
CCn1ccc(C(=O)N2[C@H]3CC[C@@H]2c2cnc(-c4ccc(F)cc4)nc2C3)n1
→ -27%	10	-4%	?	i	37%[activator]	0%
CCN(CC)C(=O)c1ccc(NC(=O)CCn2nc(-c3ccc(Cl)cc3)c3ccccc3c2=O)cc1
→ /	-16	?	/	/	?	/
